Bioassay records from PubChem BioAssay.
NPY2 pot ag – NPY-Y2 potentiators or agonists, primary screen, cell-based; Neuropeptide Y receptor type 2 (Homo sapiens), P49146; cells expressing NPY-Y2, potentiator/agonist read-out; 220,000 compounds, 0.45% hits; activation, % at 3.6 µM; in the data active = activation above about 27%;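 also: cells stimulated with NPY near EC25 plus isoproterenol at EC100; 0% = vehicle plus submaximal agonist and 100% = vehicle plus saturating agonist; some results beyond the cut were filed as inactive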
Target sequence (P49146 whole entry, looked up): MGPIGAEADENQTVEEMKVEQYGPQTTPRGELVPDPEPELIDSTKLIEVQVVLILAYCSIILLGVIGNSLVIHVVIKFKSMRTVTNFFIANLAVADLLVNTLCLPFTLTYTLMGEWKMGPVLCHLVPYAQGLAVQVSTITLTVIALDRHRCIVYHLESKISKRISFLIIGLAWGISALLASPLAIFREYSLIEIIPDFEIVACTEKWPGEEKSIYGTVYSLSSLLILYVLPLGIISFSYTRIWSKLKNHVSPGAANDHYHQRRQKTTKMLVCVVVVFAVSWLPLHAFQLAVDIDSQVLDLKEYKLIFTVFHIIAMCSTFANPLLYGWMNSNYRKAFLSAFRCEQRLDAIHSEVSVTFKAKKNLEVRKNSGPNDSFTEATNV
EP2 antag – human EP2 receptor antagonists, primary screen, TR-FRET cAMP, C6 glioma cells; Prostaglandin E2 receptor EP2 subtype (Homo sapiens), P43116; C6 glioma cells expressing human EP2; cells stimulated with saturating PGE2; inhibition, % at 25 µM; 260,000 compounds, 0.52% hits; AID 1422, 2008;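 active = percent inhibition above 40 after rounding to a whole number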;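 also: rat C6 glioma host cells with rolipram phosphodiesterase inhibitor present; the protocol text gives 20 µM as final concentration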
S1P4 antag – S1P4 receptor antagonists, primary screen, cell-based; S1P4-expressing cells, antagonist mode, reporter read-out; inhibition, % at 4.98 µM; 220,000 compounds, 0.26% hits; AID 1510, 2009; in the data active = inhibition above about 29%;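 also: 0% = wells stimulated with agonist and 100% = vehicle wells without agonist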
Target sequence (O95977 whole entry, looked up): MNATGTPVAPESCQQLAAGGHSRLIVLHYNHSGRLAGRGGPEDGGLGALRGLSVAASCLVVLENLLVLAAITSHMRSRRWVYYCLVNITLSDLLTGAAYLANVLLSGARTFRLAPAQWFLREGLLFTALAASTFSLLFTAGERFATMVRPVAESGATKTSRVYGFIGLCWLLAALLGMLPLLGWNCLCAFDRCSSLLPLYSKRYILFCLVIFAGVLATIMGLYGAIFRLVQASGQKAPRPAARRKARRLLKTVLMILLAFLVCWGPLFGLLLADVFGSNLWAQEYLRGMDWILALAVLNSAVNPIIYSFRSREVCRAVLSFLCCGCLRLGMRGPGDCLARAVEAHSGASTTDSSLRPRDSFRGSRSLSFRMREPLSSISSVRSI
NPY-Y1 PAM-ag – NPY-Y1 receptor potentiators or agonists, primary screen, cell-based. NPY-Y1 expressing cells, potentiator/agonist activation. 220,000 compounds, 0.37% hits. activation, % at 3.6 µM. AID 1304, 2008. Neuropeptide Y receptor type 1 (Homo sapiens), P25929; in the data active = activation above about 33%, passing the limit was not always enough;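 also: cells stimulated with NPY at EC10 then isoproterenol at EC100; 0% = low agonist plus stimulus and 100% = saturating agonist plus stimulus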
S1P4 ag – S1P4 receptor agonists, primary screen, cell-based | AID 1509, 2009 | Sphingosine 1-phosphate receptor 4 (Homo sapiens), O95977 | S1P4-expressing cell line, agonist reporter assay | activation, % at 4.98 µM | 220,000 compounds, 0.35% hits; in the data active = activation above about 11%;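 also: 0% = DMSO vehicle and 100% = reference agonist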
p97 inhibitor – inhibitors of human p97 ATPase, primary screen, biochemical | recombinant p97 ATPase, Kinase-Glo ATP luminescence, 3 h | 220,000 compounds, 0.42% hits | inhibition, % at 8 µM | AID 1481, 2009 | Transitional endoplasmic reticulum ATPase (Homo sapiens), P55072; in the data active = inhibition above about 15%;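 also: 0% = DMSO vehicle and 100% = wells lacking enzyme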
NPY Y1 blocker – NPY-Y1 receptor antagonists, primary screen, cell-based. Neuropeptide Y receptor type 1 (Homo sapiens), P25929. HEK293-CNG Y1 cells, membrane potential fluorescence; NPY at EC95, then isoproterenol. inhibition, % at 3.6 µM. 200,000 compounds, 1% hits;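 active = inhibition above the campaign mean inhibition of all tested compounds plus 3 SD, cut at about 20% in these data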;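 also: 0% = DMSO wells given NPY plus isoproterenol and 100% = isoproterenol alone without NPY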
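Material: Y1- and CNG-channel-expressing HEK293 cells / Probe or stimulus: NPY 25 nM then isoproterenol 1 µM plus Ro 20-1724 25 µM / Doses: 3.6 µM single dose, DMSO 0.4% / Schedule: compound incubation 1 h at room temperature, readout 45 min post-stimulation / Signal: membrane potential fluorescence / Benchmarks: isoproterenol-only wells as full block versus NPY-plus-isoproterenol wells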
EP2 modulator – EP2 receptor modulators, cAMP readout, primary screen, cell-based, HTRF cAMP, PGE2 stimulation; Prostaglandin E2 receptor EP2 subtype (Homo sapiens), P43116; EP2-expressing cells, cAMP HTRF FRET, PGE2 co-stimulation; induction, % at 25 µM; 260,000 compounds, 0.83% hits; AID 940, 2007;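 active = compounds whose cAMP rise, as percent of the full-agonist control response, exceeds 60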;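 also: rat C6 glioma line stably carrying human EP2 under a CMV promoter; the protocol text gives 20 µM as final concentration; 100% = response of wells given 1 µM PGE2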
eIF4E-4G inh – eIF4E–eIF4G protein interaction inhibitors, primary screen, biochemical, uHTS, TR-FRET, eIF4GI fragment. inhibition, % at 21.7 µM. Eukaryotic translation initiation factor 4E (Mus musculus) + Eukaryotic translation …. AID 782, 2007. TR-FRET eIF4E-eIF4GI(517-606) binding, 2 h. 220,000 compounds, 0.37% hits;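 active = inhibition above about 30%, limit read from the data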;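 also: 0% = full FRET control wells and 100% = background wells lacking eIF4GI fragment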
Active calls of the source: *; / = not tested or not shown; & = joins results of further samples; [ ] = remark or other dose. Some of the compounds tested. The share of hits here may be higher or lower than overall.

SMILES	NPY2 pot ag	EP2 antag	S1P4 antag	NPY-Y1 PAM-ag	S1P4 ag	p97 inhibitor	NPY Y1 blocker	EP2 modulator	eIF4E-4G inh
O=C(O)CCN1C(=O)C2C3CC(C2C1=O)C1C(c2ccccc2)c2sc(=O)[nH]c2SC31 (stereo unspecified)	-13	7	-1	8	-0.2	1	9	11	-5
O=C(CSc1ccc(-c2ccncc2)nn1)c1ccccc1	-17	17	-4	5	-2.4	-6	-3	-66	0
O=C(COC(=O)c1cn(-c2ccccc2)nc1-c1ccccc1)c1cccc([N+](=O)[O-])c1	10	6	2	18	0.2	7	-4	20	2
O=C(N/N=C/C1C(c2ccccc2)C1(Cl)Cl)c1cccc(Br)c1 (stereo unspecified)	-9	11	-6	-17	0.6	3	3	-13	17
Cc1ccc(CNC(=O)C2CCCN2C(=O)NCc2ccccc2)cc1 (stereo unspecified)	-8	9	5	-31	-1.5	3	-2	-3	-11
O=C(Oc1ccc(O)cc1)C12CC3CC(CC(C3)C1)C2	6	9	-6	12	4.1	0	5	41	0
CCCNC(=O)Nc1ccccc1SC	2	6	-22	-7	-0.6	-2	-5	-10	-5
CSC(=S)N/N=C/c1ccc(N(C)C)cc1	4	6	1	21	-0.5	5	0	-21	-4
COc1cc(C(=O)C(=O)c2cc(OC)c(O)c(OC)c2)cc(OC)c1O	4	8	1	-4	1.1	-2	/	-9	6
O=C(COc1ccc(Br)cc1)Nc1ccc([N+](=O)[O-])cn1	-1	7	-3	-17	0.6	1	21*	7	1[fluorescence artefact?]
CC(C)c1ccc(OCC(=O)Nc2cccc3c2CCCC3)cc1	-31	14	17	-44	-0.9	-7	16	9	-5
CCOC(=O)c1sc2nc(N3CCOCC3)c3c(c2c1N)CC(C(C)C)OC3 (stereo unspecified)	0	2	-18	7	0.9	1	1	0	4
CCOC(=O)c1ccc(NC(=S)Nc2ccccc2)cc1	-10	6	-8	3	0.3	10	-5	-9	-3
CC(CCc1ccccc1)NC(=O)CSc1cccc[n+]1[O-] (stereo unspecified)	5	11	-3	5	-0.3	1	6	12	-4
Cc1coc(NC(=O)CSc2nc(-c3ccc(Cl)cc3)cc(C(F)(F)F)c2C#N)n1	2	12	-20	10	-1.3	2	-1	-9	-21
CCCCc1c(O)nc(SCC(=O)NC(C)(C)C)n(-c2ccccc2C)c1=O	2	10	-21	1	-0.1	2	-2	11	-3
Cc1cnn(CCC(=O)NNC(=S)Nc2ccc(F)cc2)c1	-9	9	-10	-8	2.6	-1	2	-10	-3
CCC(=O)N1CCc2cc(S(=O)(=O)NCCCOC)ccc21	11	16	-16	16	0.7	4	4	23	-2[fluorescence artefact?]
COc1ccc(NS(=O)(=O)c2ccc(C)c(NC(=O)NC3CCCCC3)c2)cc1	-1	5	-2	-15	0.5	5	-8	23	4
CCCCN(CC)S(=O)(=O)c1ccc(C(=O)N(CCCN(C)C)c2nc3cc(C)cc(C)c3s2)cc1	-5	8	-16	-21	-2.5	-10	18	-46	10
COc1ccc(OC)c(-c2cc(C(=O)Nc3c(C)nn(Cc4ccccc4Cl)c3C)no2)c1	-6	6	-22	-6	1.6	1	-4	-15	1
CCC(CC)C(=O)NCCCN1CCOCC1	13	6	-12	11	0.1	9	0	-15	3[fluorescence artefact?]
Cc1nn(C)cc1CNCc1c(C(=O)N2CCCCC2)nc2c(C)cccn12	-18	4	-24	13	-1.1	-4	1	-2	4
CC(C)[C@H](NC(=O)NC1CCN(Cc2ccccc2)CC1)C(=O)O	14	4	-5	7	-0.7	3	/	-8	-1
Cc1ccc(-n2c(CNc3cccc(Cl)c3)n[nH]c2=S)cc1	14	7	-16	14	0.1	0	-4	6	-3
COc1ccccc1C(=O)N/N=C(\C)c1ccc(NC(=O)C2CC2)cc1	11	7	-15	-2	3.5	0	0	3	2
Cc1cc(C)c2nc(Cl)c(CN(Cc3ccco3)C(=O)Nc3ccccc3C)cc2c1	-2	12	-24	-3	-0.8	-7	1	25	-2
Cn1nc(C(=O)NCc2ccccn2)c2ccccc2c1=O	5	11	5	13	-0.3	4	1	1	-6[fluorescence artefact?]
COc1ccccc1C(=O)Oc1ccc(C(C)(C)C)cc1	-24	12	12	-19	0.1	-4	6	-18	/
CC1CCc2c(sc3nc(SCC(=O)O)n(-c4ccccc4)c(=O)c23)C1 (stereo unspecified)	2	10	5	32	0.8	10	/	-19	6
COc1ccc(-c2nc3ccccc3n2Cc2ccccc2)cc1	2	13	-3	2	3.3	-3	5	69*	5
CCN(CC)C(=O)c1ccc2c(c1[N+](=O)[O-])C(=O)c1ccccc1C2=O	12	9	-6	-22	0.3	2	-3	-5	1
Nc1n[nH]c(=S)n1/N=C1/C(=O)Nc2ccccc21	3	10	11	15	-0.1	9	-3	-19	1
O=C(Nc1nc(-c2cccc([N+](=O)[O-])c2)cs1)c1cccc([N+](=O)[O-])c1C(=O)O	-12	7	0	-4	-0.3	7	-3	17	3
CCCCCCC(=O)NCC(=O)OCC(=O)c1ccccc1	-8	16	-9	-3	-0.4	0	4	15	-2[fluorescence artefact?]
Cc1cc(NC(=O)CSc2nnc(C3COc4ccccc4O3)n2C)no1 (stereo unspecified)	-12	6	-7	-1	-0.3	-5	4	-32	0
O=C(N/N=C/c1ccco1)c1cc(-c2cccs2)[nH]n1	-1	5	3	7	0.1	-3	-1	14	10
Cc1cc(C)n2nc(C(=O)OCC(=O)Nc3ccc4c(c3)OC(F)(F)O4)nc2n1	6	14	-10	4	1.6	-5	6	8	1
Cc1ccccc1NC(=O)CSc1nnc(-c2ccoc2C)n1CCc1ccccc1	11	9	3	-50	-1.5	4	1	4	4
Nc1ncnc(Nc2cccc(F)c2)n1	0	4	-17	8	1.4	6	/	25	-4

Exported with bars between the fields: entries from further up.
Compound | NPY2 pot ag | EP2 antag | S1P4 antag | NPY-Y1 PAM-ag | S1P4 ag | p97 inhibitor | NPY Y1 blocker | EP2 modulator | eIF4E-4G inh
COc1ccccc1C(=O)Oc1ccc(C(C)(C)C)cc1 | -24 | 12 | 12 | -19 | 0.1 | -4 | 6 | -18 | /
CC1CCc2c(sc3nc(SCC(=O)O)n(-c4ccccc4)c(=O)c23)C1 (stereo unspecified) | 2 | 10 | 5 | 32 | 0.8 | 10 | / | -19 | 6
COc1ccc(-c2nc3ccccc3n2Cc2ccccc2)cc1 | 2 | 13 | -3 | 2 | 3.3 | -3 | 5 | 69* | 5
CCN(CC)C(=O)c1ccc2c(c1[N+](=O)[O-])C(=O)c1ccccc1C2=O | 12 | 9 | -6 | -22 | 0.3 | 2 | -3 | -5 | 1
Nc1n[nH]c(=S)n1/N=C1/C(=O)Nc2ccccc21 | 3 | 10 | 11 | 15 | -0.1 | 9 | -3 | -19 | 1
O=C(Nc1nc(-c2cccc([N+](=O)[O-])c2)cs1)c1cccc([N+](=O)[O-])c1C(=O)O | -12 | 7 | 0 | -4 | -0.3 | 7 | -3 | 17 | 3
CCCCCCC(=O)NCC(=O)OCC(=O)c1ccccc1 | -8 | 16 | -9 | -3 | -0.4 | 0 | 4 | 15 | -2[fluorescence artefact?]
Cc1cc(NC(=O)CSc2nnc(C3COc4ccccc4O3)n2C)no1 (stereo unspecified) | -12 | 6 | -7 | -1 | -0.3 | -5 | 4 | -32 | 0
O=C(N/N=C/c1ccco1)c1cc(-c2cccs2)[nH]n1 | -1 | 5 | 3 | 7 | 0.1 | -3 | -1 | 14 | 10
Cc1cc(C)n2nc(C(=O)OCC(=O)Nc3ccc4c(c3)OC(F)(F)O4)nc2n1 | 6 | 14 | -10 | 4 | 1.6 | -5 | 6 | 8 | 1
Cc1ccccc1NC(=O)CSc1nnc(-c2ccoc2C)n1CCc1ccccc1 | 11 | 9 | 3 | -50 | -1.5 | 4 | 1 | 4 | 4
Nc1ncnc(Nc2cccc(F)c2)n1 | 0 | 4 | -17 | 8 | 1.4 | 6 | / | 25 | -4

Other records:
SMILES	NPY2 pot ag	EP2 antag	S1P4 antag	NPY-Y1 PAM-ag	S1P4 ag	p97 inhibitor	NPY Y1 blocker	EP2 modulator	eIF4E-4G inh
CCC(=O)Nc1ccc2c(c1)ncn2-c1ccccc1C	-8	0	10	1	0.0	2	-1	-43	2
COc1ccc(/C=N/NC(=O)CNC(=O)c2cccs2)cc1	0	6	-12	-34	3.9	2	2	13	6[fluorescence artefact?]
COc1ccc(C(=O)COC(=O)CCN2C(=O)C3C4CCC(C4)C3C2=O)cc1 (stereo unspecified)	-2	7	-27	-4	-0.2	-6	2	8	-1
Cc1c(NC(=O)COC(=O)c2ccc(F)c(S(=O)(=O)N3CCOCC3)c2)c(=O)n(-c2ccccc2)n1C	1	6	-23	14	2.1	-4	5	16	0
CC(=O)c1cn(CC(=O)Nc2ccc(C)cc2)c2ccccc12	-14	11&14	-7	6	2.0	-2	0	-50&9	3[fluorescence artefact?]
Cc1cc(-c2nnc(SCC(=O)NC3CCCC3)o2)no1	3	4	-23	-4	2.8	3	0	1	8
OC(COc1ccc(Cl)cc1)CN1CCN(c2cccc(Cl)c2)CC1 (stereo unspecified)	-47	7	-2	-23	0.0	0	/	-60	-5
O=C(OCc1ccccc1)c1cccc(-c2nnc(-c3ccccc3)o2)c1	-7	2	-2	0	-2.3	2	-5	48	1
COc1ccc(NC(=O)C(=O)NNC(=O)c2cccs2)c(OC)c1	-6	9	-16	-5	-3.0	-2	4	-6	1
CC1C2C(c3ccccc3)N(C)C(=O)N(C)C2N(C)C(=O)N1C (stereo unspecified)	5	6	28	12	-0.5	5	-3	20	4
Cc1cccc(C)c1NC1=NC(=S)N(c2ccccc2)C12CCOC(C)(C)C2 (stereo unspecified)	4	3	-15	-8	-1.2	1	-2	33	-1
Cc1ccc(Cl)c(OC(=O)c2ccc(N3CCOCC3)c([N+](=O)[O-])c2)c1	1	7	-2	-22	-0.3	-1	9	12	1
COc1cccc(NC(=O)COc2c(F)c(F)c(C(F)(F)F)c(F)c2F)c1	6	8	-9	-26	-0.5	2	11	-48	-3
COCCn1c(-c2ccc(-c3ccc([N+](=O)[O-])cc3Br)o2)nc2c1c(=O)[nH]c(=O)n2CC(C)C	18	8	-7	-10	-1.0	8	-7	19	16
Cc1cc(=O)c2c(O)c(O)ccc2o1	-3	10	12	5	0.5	7	1	1	3
CN(c1ccc(OCC(=O)NCc2cccnc2)cc1)S(=O)(=O)c1ccc(Cl)cc1	-16	0	-11	-30	2.7	-1	0	-30	-3
CCC(C)N1C(=O)S/C(=C/c2ccc(N3CCOCC3)cc2C)C1=O (stereo unspecified)	-2	25	-5	-30	-0.6	-4	0	15	4
